Screens: PubChem, several laboratories
GPR7 antagonist – blocks human GPR7 receptor signaling | P48145 | GPR7-expressing cells, fluorescence antagonist assay | inhibition, % at 4.4 µM | actives 1.1% (n = 290,000); in the data active = inhibition above about 16%, passing the limit was not always enough;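 note: cells stimulated with the agonist NPW; 0% = agonist with vehicle and 100% = vehicle without agonist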
Target sequence (P48145 whole entry, looked up): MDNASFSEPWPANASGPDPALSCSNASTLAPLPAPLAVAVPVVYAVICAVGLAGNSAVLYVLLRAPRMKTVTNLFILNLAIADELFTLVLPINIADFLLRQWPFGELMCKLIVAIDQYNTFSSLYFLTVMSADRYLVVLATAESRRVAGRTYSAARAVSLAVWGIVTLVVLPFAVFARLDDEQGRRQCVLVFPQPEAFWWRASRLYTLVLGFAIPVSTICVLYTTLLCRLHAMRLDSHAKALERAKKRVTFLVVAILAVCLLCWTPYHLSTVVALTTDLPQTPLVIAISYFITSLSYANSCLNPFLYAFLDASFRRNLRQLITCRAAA
PHOSPHO1 block – inhibitors of human PHOSPHO1 phosphatase. Q8TCT1. actives 1.1% (n = 290,000). recombinant PHOSPHO1, absorbance phosphatase assay. inhibition, % at 13.3 µM. AID 1565; in the data active = inhibition above about 60%
Target sequence (Q8TCT1 whole entry, looked up): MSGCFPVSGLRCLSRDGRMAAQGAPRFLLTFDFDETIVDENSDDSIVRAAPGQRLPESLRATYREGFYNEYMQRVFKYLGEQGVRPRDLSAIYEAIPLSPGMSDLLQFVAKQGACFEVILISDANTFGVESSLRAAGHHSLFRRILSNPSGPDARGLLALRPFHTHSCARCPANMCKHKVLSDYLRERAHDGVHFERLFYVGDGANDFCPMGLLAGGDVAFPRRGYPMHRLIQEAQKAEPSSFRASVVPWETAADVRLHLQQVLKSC
OXTR agonist – human OXTR agonism | P30559 | CHO-OTR cells, Fluo-8 calcium fluorescence; normalized: DMSO 0%, oxytocin 100% | activation, % at 3 µM | actives 0.32% (n = 320,000);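 active = activation above the mean of all tested compounds plus 3 SD, cutoff set per screening run, cut at about 20% in these data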;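 note: peak over basal fluorescence ratio from a 100 s FLIPR kinetic read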
Target sequence (P30559 whole entry, looked up): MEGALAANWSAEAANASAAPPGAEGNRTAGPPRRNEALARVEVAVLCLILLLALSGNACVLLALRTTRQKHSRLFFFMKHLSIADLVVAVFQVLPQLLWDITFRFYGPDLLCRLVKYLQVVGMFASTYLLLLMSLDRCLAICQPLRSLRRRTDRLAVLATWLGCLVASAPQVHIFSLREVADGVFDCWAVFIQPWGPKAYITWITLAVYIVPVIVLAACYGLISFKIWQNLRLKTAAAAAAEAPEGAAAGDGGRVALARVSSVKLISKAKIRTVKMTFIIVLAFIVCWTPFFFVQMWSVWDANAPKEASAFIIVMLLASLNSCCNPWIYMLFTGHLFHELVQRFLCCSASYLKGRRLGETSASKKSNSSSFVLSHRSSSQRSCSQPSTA
MEKK3 PB1 HTS – MEKK3-MEK5 PB1 interaction, increase or decrease. bead-based flow cytometry, Alexa488-MEK5 binding to MEKK3; actives lie on both sides; 0 = blocked by unlabeled MEK5, 100 = vehicle. binding response (% of control), % at 10 µM. actives 1.4% (n = 290,000);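 active = binding response more than 3 SD above or below the average of its plate-row segment, actives on both sides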;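 note: Alexa488 bead fluorescence after subtracting the streptavidin-only scavenger bead signal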
FID counter – counter-screen for HCV NS3 helicase inhibitors: DNA intercalator displacement. DNA fluorescent intercalator displacement, fluorescence. inhibition, % at 7.9 µM. actives 0.17% (n = 290,000). AID 1845; in the data active = inhibition above about 37%;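 note: 0% = vehicle and 100% = reference compound; higher means more ethidium bromide displaced from hairpin DNA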
M18AAP inhibitor – PfM18AAP enzyme inhibition; recombinant PfM18AAP, H-Glu-NHMec fluorogenic cleavage; inhibition, % at 7.35 µM; AID 1822; actives 1.2% (n = 290,000);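 active = inhibition above the campaign mean inhibition over all tested compounds plus 3 SD, cut at about 28% in these data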;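 note: 0% = plate median of test compound wells and 100% = 2 mM ZnCl2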
MEKK2mut PB1 HTS – signal of MEK5 binding to mutant human MEKK2 PB1 domain; percent response, % at 10 µM; actives 0.35% (n = 290,000); bead flow cytometry, Alexa488-MEK5 binding to MEKK2 mutant; in the data active = percent response above about 24%, passing the limit was not always enough; note: inactives centre near 1; some results filed as inactive read as strong as hits; reference of the scale not given here
MEKK2 WT-MEK5 – raises or lowers MEK5 binding to wildtype human MEKK2 PB1 domain; binding response (% of control), % at 10 µM; actives 1.1% (n = 290,000); bead flow cytometry, Alexa488-MEK5 binding to MEKK2 WT; actives lie on both sides; Q9Y2U5; in the data active = binding response below about 67% or above about 130%
NALP1 inh – inhibitors of NALP1 inflammasome in yeast; S. cerevisiae NALP1/ASC/caspase-1 growth, X-gal OD620, 72 h; actives 0.61% (n = 280,000); AID 2071; inhibition, % at 10 µM; in the data active = inhibition mostly above about 24%, no sharp cut-off; inactive = mostly below about 32%; note: some compounds called inactive have numbers as strong as hits
Active calls of the source: *; x = not tested or not shown.

Fields – M18AAP inhibitor, FID counter, PHOSPHO1 block, NALP1 inh, MEKK2mut PB1 HTS, MEKK2 WT-MEK5, GPR7 antagonist, MEKK3 PB1 HTS, OXTR agonist
> Cc1c(-c2ccccc2)nc2ccccc2c1C(=O)OCC(=O)Nc1ncc(C(F)(F)F)cc1Cl
  -14, -25, -11, 14, -2, 100, -9, 95, -0.6
> O=C(COC(=O)c1cc(=O)[nH]c2ccccc12)NC1CCCC1
  -3, -1, -47, -12, -6, 98, 10, 100, -0.2
> Cc1nc(N2CCN(c3ccccc3)CC2)[nH]c(=O)c1C
  0, -7, 36, 5, 2, 104, -6, 103, -0.9
> CN1CCCNc2nc3ccccc3nc21
  -5, 2, 10, x, -1, 105, -6, 108, -1.2
> O=C(COC(=O)c1ccccc1)c1ccc(Br)cc1
  -8, -4, -25, 5, x, x, -7, x, -1.7
> Cc1cccc(C(=O)NCCN2CCN(c3ccccc3)CC2)c1
  6, 15, -7, 14, 13, 114, 9, 110, -0.4
> CCCCCCc1cc2cc(S(=O)(=O)c3ccc(F)cc3)c(=O)oc2cc1O
  1, -6, -6, 30, 0, 103, -4, 138*, 12
> COC(=O)[C@H](CCSC)NC(=O)NCCC1=CCCCC1
  9, -17, 34, 5, 8, 107, 20, 105, -0.6
> Cc1ccc2oc(=O)c3cnn(CC(=O)NCCc4ccsc4)c3c2c1
  3, -3, 1, -2, 7, 111, -2, 110, -1.4
> CCCCC1(Cc2ccc([N+](=O)[O-])cc2)C(=O)N(c2ccccc2)N(c2ccccc2)C1=O
  1, -10, -6, -82, 2, 100, 0, 105, 5.7
> O=C(Nc1ccc(-c2nnc3n2CCCCC3)cc1)c1cnccn1
  -3, -6, -2, x, x, x, -1, x, x
> Clc1ccc(OCc2nc(-c3ccc(Br)o3)no2)cc1
  8, -2, -23, 3, 5, 103, -6, 105, 0.7
> COc1cccc(C2CC(=O)NC(SC)=C2C#N)c1 (configuration not stated)
  -5, -2, -3, -17, 13, 115, -4, 115, -1.0
> CN(C)CCN(Cc1cc2cc3c(cc2nc1Cl)OCO3)C(=O)c1ccco1
  -4, 7, 23, 7, 0, 95, -5, 98, 1.2
> CN(C)c1ccc(/C=N\Nc2ccccn2)cc1
  -4, 0, 8, -4, 8, 114, -11, 110, -1.1
> CCCS(=O)(=O)N1CCN=C1SCc1cccc2ccccc12
  -2, -22, 11, -3, -9, 89, -10, 97, 0.3
> Cc1cc2c(ncn2C(C)C)c(N)c1C
  -7, 3, 26, 29, 5, 106, -12, 102, -0.6
> Cc1cc(NC(=O)CCN2C(=O)/C(=C/c3ccccc3Cl)SC2=S)no1
  14, -7, -19, 22, 5, 111, 10, 100, 0.3
> Cc1ccc2c(C)nc(/N=C(\N)NC(=O)N3c4ccccc4Sc4ccccc43)nc2c1
  -2, -2, 3, 23, -4, 87, -8, 86, -0.1
> O=C(COc1ccc(Br)cc1CO)Nc1ccc(F)cc1
  2, -1, -7, 5, -11, 89, -7, 90, -0.7
> O=C1CC(c2ccco2)c2ccc3ccccc3c2N1 (configuration not stated)
  15, -8, 17, -6, 4, 100, -2, 99, -1.9
> COc1ccc(NC(=O)CCc2ccc(OC)c(OC)c2)cn1
  -1, -3, 13, 12, -6, 96, 0, 96, 0.7
> Cc1ccc(NC(=O)c2ccc(Cl)c(S(=O)(=O)NCC3CCCO3)c2)c(O)c1 (configuration not stated)
  0, -12, 33, 18, -4, 92, -11, 90, 2.7
> CCOc1cc(/C=C2/NC(=O)NC2=O)cc([N+](=O)[O-])c1O
  18, 0, 44, -10, -14, 79, -17, 85, 1.0
> CC(=O)Nc1ccc(C(=O)Nc2ccc(S(=O)(=O)NCC3CCCO3)cc2)cc1 (configuration not stated)
  2, -9, -10, 8, -2, 98, -11, 99, 0.7
> CCCSc1nc2c(cnn2-c2ccc(Cl)cc2)c(=O)[nH]1
  0, -1, 3, 14, 7, 107, -12, 109, 0.5
> COc1ccc(NC(=O)CN2C(=O)c3cccc4cccc2c34)c(OC)c1
  3, -19, 45, -2, 8, 99, -8, 103, 0.6
> CCOC(=O)c1nc2ccccc2c(=O)[nH]1
  -7, 3, 8, 43*, 11, 98, -13, 99, 1.2
> C/C(=N\NC(=O)C1CCCC1)c1ccc(Cl)c(Cl)c1
  -7, -19, -1, 4, 5, 106, -3, 107, x
> Cc1ccc(C(=O)NC2(C(Cl)Cl)N=C(c3ccccc3)N=C2N)cc1 (configuration not stated)
  2, -11, 9, -21, -12, 74, 10, 68, -2.1

Following part
Fields – M18AAP inhibitor, FID counter, PHOSPHO1 block, NALP1 inh, MEKK2mut PB1 HTS, MEKK2 WT-MEK5, GPR7 antagonist, MEKK3 PB1 HTS, OXTR agonist
> CC(=O)/C(=N/Nc1ccccc1C)N1CCOCC1
  1, -5, -5, -17, 1, 99, -4, 103, -0.1
> CCCN(CCC)C(=O)Cn1c(=O)c2sccc2n2c(=S)sc(-c3ccccc3)c12
  -1, -2, -40, 14, -2, 79, -19, 94, -0.1
> CCOc1ccc(/C=N/n2c(COc3ccccc3)n[nH]c2=S)cc1OC
  28, -37, 33, 3, 9, 107, -18, 108, -2.3
> COc1ccc(N=C/C=C2\C=C(c3ccccc3)OC(C)(C)O2)cc1
  -26, 2, 6, 6, 7, 111, 29*, 104, -2.0
> COc1cc(/C=C2\SC(=S)N(CCC(=O)N3CCN(C)CC3)C2=O)cc(OC)c1OC
  1, 13, 6, 8, 5, 102, -9, 99, 1.5
> CCC(O)c1c(-c2ccccc2)nn(C)c1Cl (configuration not stated)
  2, -8, 20, -10, -11, 92, -7, 97, 0.1
> Cc1nc2c(C)cccn2c1/C(O)=C1\C(=O)C(=O)N(CCN2CCOCC2)C1c1cccs1 (configuration not stated)
  -9, 8, 37, 2, -7, 100, -13, 100, 2.8
> COC(=O)c1ncccc1SC
  -6, 6, -26, 36, -2, 101, -7, 101, 0.7
> CC(=O)C1=C(C)NC(=O)NC1c1ccccc1 (configuration not stated)
  -9, -3, -10, -3, 7, 102, 4, 100, 1.4
> CC1(C)Cc2ccccc2-c2nnc(SCC(=O)Nc3ccc4c(c3)OCO4)n21
  -2, -26, -10, 7, -4, 100, -13, 102, -2.0
> COC(=O)c1cc(F)c(-n2cncn2)c(F)c1
  1, -1, 28, 5, -3, 100, -21, 98, -0.8
> COc1ccc(CCNC(=O)CNC(=O)c2ccco2)cc1
  1, -1, 39, 7, 6, 106, -7, 105, -0.2
> O=C(O)C1CSC2(c3ccc(Br)cc3)CCC(=O)N12 (configuration not stated)
  4, -12, -18, -8, -3, 97, -5, 101, 0.2
> O=C(CCCSc1ccccc1)Nc1nc(-c2ccccn2)cs1
  -15, -9, 38, 9, 0, 100, 6, 102, 1.2
> Nc1c(C(=O)c2ccccc2)oc2ccc(Br)cc12
  2, -1, 13, 7, -2, 96, 14, 101, -2.3
> O=C(O)CCCCCNC(=O)c1cccc(Br)c1
  0, -3, -2, 10, -7, 89, -1, 91, 0.2
> Cc1cccn2cc(CNS(=O)(=O)c3ccc4ccccc4c3)nc12
  2, -7, 38, 6, 1, 101, -18, 102, 8.6
> Cc1cc(C)c(C#N)c(SCC(=O)Nc2ccc3c(c2)OCO3)n1
  1, 3, -17, 36, 1, 98, 7, 103, -1.2
> COc1ccc(Cl)cc1NC(=O)CSc1nnc(C)c(=O)n1N
  2, -7, 23, 3, 8, 110, -5, 104, -0.4
> Cc1ccccc1N1CCN(S(=O)(=O)c2cccs2)CC1
  -7, -11, 28, 16, -5, 86, 2, 87, -0.6
> CCOC(=O)c1c(-c2ccccc2)nc2ccccn12
  -4, -9, 32, 87*, -8, 94, -6, 88, -2.2
> O=C(CN1CCCCC1)n1c2ccccc2c2ccccc21
  -12, 11, 27, 10, -15, 92, -18, 85, -2.7
> CCCCOc1ccccc1/C=N/NC(=O)CC#N
  38*, 0, 20, 15, -1, 104, 3, 124, -1.2
> O=C(c1cc(-c2ccccc2)on1)N1CCN(c2ccccc2)CC1
  -2, -35, 2, 2, 4, 107, 10, 106, -0.8
> O=S(=O)(c1ccc(NC(=S)N/N=C/c2ccc(N3CCOCC3)cc2)cc1)N1CCOCC1
  15, -16, -10, 12, 2, 104, -14, 103, 2.3
> COc1cc(N)ccc1C(=O)O
  -1, -5, 7, 23, 2, 105, -5, 100, 1.1
> CCCn1c(N)c(Br)c(=O)[nH]c1=O
  0, 3, 14, 8, 7, 96, 6, 101, 1.7
> COC(=O)CSc1ncnc2c1sc1nc(-c3ccco3)c3c(c12)CC(C)(C)OC3
  -2, -11, 13, 11, x, x, 3, x, 0.0
> Cc1ccc(Cl)c(OCC(=O)N2CCc3ccccc3C2)c1
  -3, -34, 15, 4, 4, 105, 1, 102, -2.5
> O=C1C=C(Nc2ccccc2)c2ccccc2C1=O
  7, 5, 20, 0, -5, 95, 8, 99, x

Compound profiles, as listed above.
Cc1nc2c(C)cccn2c1/C(O)=C1\C(=O)C(=O)N(CCN2CCOCC2)C1c1cccs1 (configuration not stated) is entered as M18AAP inhibitor = -9; FID counter = 8; PHOSPHO1 block = 37; NALP1 inh = 2; MEKK2mut PB1 HTS = -7; MEKK2 WT-MEK5 = 100; GPR7 antagonist = -13; MEKK3 PB1 HTS = 100; OXTR agonist = 2.8
O=C(O)C1CSC2(c3ccc(Br)cc3)CCC(=O)N12 (configuration not stated) is entered as M18AAP inhibitor = 4; FID counter = -12; PHOSPHO1 block = -18; NALP1 inh = -8; MEKK2mut PB1 HTS = -3; MEKK2 WT-MEK5 = 97; GPR7 antagonist = -5; MEKK3 PB1 HTS = 101; OXTR agonist = 0.2

Continued:
Fields – M18AAP inhibitor, FID counter, PHOSPHO1 block, NALP1 inh, MEKK2mut PB1 HTS, MEKK2 WT-MEK5, GPR7 antagonist, MEKK3 PB1 HTS, OXTR agonist
> CCN(CC)CCNC(=O)c1ccc(NC(=O)COc2ccccc2F)cc1
  2, 7, 24, 2, -1, 106, -8, 99, 0.6
> Cc1ccc(OCC(=O)c2cc(C)c(C)cc2C)c([N+](=O)[O-])n1
  -2, -6, 9, 22, -7, 87, -5, 88, -1.3
> O=S(=O)(N=S(N1CCCCC1)N1CCCCC1)c1ccccc1
  5, -16, 13, -12, -2, 101, -5, 101, -1.6
> Cc1onc(-c2c(F)cccc2Cl)c1C(=O)NNC(=O)C1CCN(Cc2ccccc2)CC1
  2, 7, 4, 13, -2, 96, -6, 101, 0.5
> CC(=O)c1cnn(-c2cc(Oc3ccccc3C)ncn2)c1C
  -18, -3, 6, 27, 5, 106, -5, 98, -1.9
> CC(=O)c1ccn(S(=O)(=O)c2ccccc2)c1
  -5, 2, 14, 13, 0, 99, -1, 85, -0.7
> Cc1ccc(S(=O)(=O)c2c(C)nn(C(C)(C)C)c2OC(=O)c2ccc(Br)o2)cc1
  -13, -5, 51, 3, -13, 83, 2, 81, -1.1
> CSc1nsc(SC)c1C(=O)N1CCN(S(=O)(=O)c2ccc(C)cc2)C1C (configuration not stated)
  13, -19, 26, 14, 9, 112, -1, 109, -2.2
